ATXN2 expr inh: Primary qHTS for Inhibitors of ATXN expression. HEK-293 ATXN2-luciferase reporter, luminescence, 24 h. Potency, µM (doses to about 57 µM), for the others: at the highest dose activity change, negative = inhibition, actives largely listed as inhibitors. 0.72% of 360,000 active. AID 1745845, 2022; active means well fitted inhibition curve with a large enough effect; inconclusive means small, poorly fitted or top-dose-only effect; inactive means no such curve, though single readings can be large or run the other way; further: nearly all actives have a fitted effect of over 55% in size
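ATXN2-luciferase reporter cells (luciferase flanked by upstream and downstream ATXN2 gene portions) were treated 24 h at 37 °C with compounds at up to 57 uM. SteadyGlo luminescence gave expression; GF-AFC fluorescence gave viability.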
Active calls of the source: *; ? = inconclusive; [ ] = another dose, or the depositor's remark. On the % scale 0 is the no-effect control and ±100 the full control effect; potency means the concentration at half of the fitted maximal effect. This is a subset; rates above refer to the full screens.

Start of the data: the first six records (preview)
Structure	ATXN2 expr inh
CCS(=O)(=O)c1cccc(-c2cc(C(=O)NC3CCN(C)CC3)c(C)c3[nH]c4ncc(C)cc4c23)c1	1.93µM*
CCCCCOc1ccccc1/C(=C\SC)n1ccnc1	-12.9%
CCNC(=O)c1cc2c(-c3cc(OCCN4CCCC4)c(Cl)cc3Cl)nc(N)nc2s1	1.37µM*
Nc1nc(F)nc2c1ncn2[C@@H]1O[C@H](COP(=O)(O)O)[C@@H](O)[C@H]1O	?
N#CC(=C(N)Sc1ccc(N)cc1)c1ccccc1C(F)(F)F	7.2%
CC(=O)[C@]1(O)Cc2c(O)c3c(c(O)c2[C@@H](O[C@H]2C[C@H](N)[C@@H](O)[C@H](C)O2)C1)C(=O)c1ccccc1C3=O	0.137µM*

Results, from the start:
Structure	ATXN2 expr inh
CCS(=O)(=O)c1cccc(-c2cc(C(=O)NC3CCN(C)CC3)c(C)c3[nH]c4ncc(C)cc4c23)c1	1.93µM*
CCCCCOc1ccccc1/C(=C\SC)n1ccnc1	-12.9%
CCNC(=O)c1cc2c(-c3cc(OCCN4CCCC4)c(Cl)cc3Cl)nc(N)nc2s1	1.37µM*
Nc1nc(F)nc2c1ncn2[C@@H]1O[C@H](COP(=O)(O)O)[C@@H](O)[C@H]1O	?
N#CC(=C(N)Sc1ccc(N)cc1)c1ccccc1C(F)(F)F	7.2%
CC(=O)[C@]1(O)Cc2c(O)c3c(c(O)c2[C@@H](O[C@H]2C[C@H](N)[C@@H](O)[C@H](C)O2)C1)C(=O)c1ccccc1C3=O	0.137µM*
N[C@@H](CCC(=O)N[C@@H](CS)C(=O)NCC(=O)O)C(=O)O	-0.6%[25.6 µM]
C=CC(=O)Nc1cccc(Oc2nc(Nc3ccc(N4CCN(C)CC4)cc3OC)ncc2Cl)c1	?
CC(C)(OCc1nn(Cc2ccccc2)c2ccccc12)C(=O)O	-1.6%
O=C(O)CCCc1c[nH]c2ccccc12	-10.2%
O=C(Nc1cn[nH]c1-c1nc2ccc(CN3CCOCC3)cc2[nH]1)NC1CC1	5.44µM*
c1ccc(CCNc2nc(-c3ccccc3)cs2)cc1	225.9%[activator]
Cc1csc(-c2nnc(Nc3ccc(Oc4ncccc4-c4ccnc(N)n4)cc3)c3ccccc23)c1	12.2µM*
CC1(C)CCC[C@@]2(C)[C@@H]1CC[C@@]1(C)OC(=O)C[C@H]21	-16.1%
COc1cc2c(cc1Cc1cccc(Cl)c1F)c(=O)c(C(=O)O)cn2[C@H](CO)C(C)C	?
C=CC(=O)N1CCc2ccc(-n3c(=O)ccc4cnc5ccc(-c6cnn(C)c6)cc5c43)cc21	15.3µM*
c1cc(CN2CCCNCCNCCCNCC2)ccc1CN1CCCNCCNCCCNCC1	5.8%
OCCCc1ccccc1	19.9%
CCOC(=O)C(=O)CCCCCCl	8.4%
COc1ccc(OC)c(-c2nnc3ccc(-c4ccc(OC)c(O[C@@H]5CCOC5)c4)nn23)c1	27.3µM*
Oc1cccc2[nH]ccc12	8.1%
CC(C)n1nc(-c2cc3cc(O)ccc3[nH]2)c2c(N)ncnc21	5.01µM*
N=C1SC(=Cc2ccc(-c3ccc4c(c3)C(=O)NC4=O)o2)C(=O)N1c1ccc(Br)cc1	-12.4%
Nc1[nH]nc2nnc(-c3c(-c4ccccc4)nn4ccccc34)cc12	-1.6%
COc1ccc(CC2SC(=O)NC2=O)cc1C(=O)NCc1ccc(C(F)(F)F)cc1 (stereo not given)	?
N#CCNC(=O)c1ccc(-c2ccnc(Nc3ccc(N4CCOCC4)cc3)n2)cc1	19.3µM*
C[C@H]1[C@H]2CC[C@H]3[C@@H]4CC=C5C[C@@H](N(C)C)CC[C@]5(C)[C@H]4CC[C@]23CN1C	-3.8%
O=C(O)C(O)Cc1ccc(O)c(O)c1 (stereo not given)	-12.3%
C[C@@H](CN1CC(=O)NC(=O)C1)N1CC(=O)NC(=O)C1	?
CCOC(=O)N1c2ccc(C(F)(F)F)cc2[C@@H](N(Cc2cc(C(F)(F)F)cc(C(F)(F)F)c2)C(=O)OC)C[C@H]1CC	?

Shown as labelled records: 2 of the compounds above
O=C(Nc1cn[nH]c1-c1nc2ccc(CN3CCOCC3)cc2[nH]1)NC1CC1
- ATXN2 expr inh: 5.44µM*
c1ccc(CCNc2nc(-c3ccccc3)cs2)cc1
- ATXN2 expr inh: 225.9%[activator]

(further entries)
Structure	ATXN2 expr inh
CCN1CCN(C(=O)N[C@@H](C(=O)N[C@@H]2C(=O)N3[C@@H]2SC(C)(C)[C@H]3C(=O)O)c2ccccc2)C(=O)C1=O	6.2%
C[C@H](NC(=O)c1sccc1OCc1ccc(Cl)cc1)c1ccccc1	21.7µM*
Cc1c(NC(=O)c2ccc(C(C)(C)C)cc2)cccc1-c1cn(C)c(=O)c(Nc2ccc(C(=O)N3CCOCC3)cc2)n1	?
O=C(O)c1ccccc1C(=O)Nc1ccc(-c2ccccc2)cc1	21.9%
CC1=C(C(=O)O)N2C(=O)[C@@H](NC(=O)C(N)c3ccccc3)[C@H]2SC1 (stereo not given in full)	16.2%
C[C@@]12O[C@@H](C[C@]1(O)CO)n1c3ccccc3c3c4c(c5c6ccccc6n2c5c31)CNC4=O	3.06µM*
O=C(O)C1=NC(C(=O)O)CC(C=CN2c3cc(O)c(OC4OC(CO)C(O)C(O)C4O)cc3CC2C(=O)O)=C1 (stereo not given)	8.0%
COc1cc2c(cc1OC)[C@@H]1C(=O)c3ccc4c(c3O[C@@H]1CO2)C=CC(C)(C)O4	?
CC1(C)OC[C@@H](COC(=O)CCc2ccc(OC[C@@H](O)CNCCNC(=O)N3CCOCC3)cc2)O1	1.0%
CC1=C(CC(=O)O)c2cc(F)ccc2/C1=C\c1ccc(S(C)(=O)=O)cc1	11.1%
CC(=O)N1CCN(c2ccc(O)cc2)CC1	-17.0%
Nc1ccc(C(=O)c2cc3c(ccc4ccccc43)[nH]2)cc1	-12.5%
CC1=C[C@@H]2[C@@H]([C@@H](O)C[C@@]3(C)[C@H]2C[C@@H](C)[C@]3(O)C(=O)CO)[C@@]2(C)Cc3cnn(-c4ccccc4)c3C=C12	-22.6%
CN1CCN(c2ncc(-c3cc(Cl)cc(Cl)c3Cl)c(N)n2)CC1	5.0%
C[C@@H]1CCN(C(=O)CC#N)C[C@H]1N(C)c1ncnc2[nH]ccc12	32.8%[activator]
O=C(CCCCCCNC(=O)c1cnc(N(c2ccccc2)c2ccccc2)nc1)NO	137.8%[activator]
CN(C)CCOc1ccc(-c2nc(-c3ccc4c(c3)CCC4=NO)c(-c3ccncc3)[nH]2)cc1	0.3%
CN(CC(=O)N(Cc1ccc(C2CCCCC2)cc1)c1ccc(C(=O)O)c(O)c1)S(=O)(=O)c1c(F)c(F)c(F)c(F)c1F	?
CN[C@H](CC(C)C)C(=O)N[C@H]1C(=O)N[C@@H](CC(N)=O)C(=O)N[C@@H]2C(=O)N[C@H]3C(=O)N[C@H](C(=O)N[C@H](C(=O)O)c4cc(O)cc(O)c4-c4cc3ccc4O)[C@H](O)c3ccc(c(Cl)c3)Oc3cc2cc(c3O[C@@H]2O[C@H](CO)[C@@H](O)[C@H](O)[C@@H]2O[C@H]2C[C@](C)(N)[C@H](O)[C@H](C)O2)Oc2ccc(cc2Cl)[C@H]1O	3.3%
CC(=O)OC/C=C(C)/C=C/C=C(C)/C=C/C1=C(C)CCCC1(C)C	3.7%
CC(C)c1cc(C(=O)N2Cc3ccc(CN4CCN(C)CC4)cc3C2)c(O)cc1O	0.217µM*
CC(C)OC(=O)[C@H](C)N[P@](=O)(OC[C@H]1O[C@@H](n2ccc(=O)[nH]c2=O)[C@](C)(F)[C@H]1O)Oc1ccccc1	-7.1%
CCn1c(-c2nonc2N)nc2cncc(CNC3CCNCC3)c21	?
Clc1cccc(-c2nnnn2Cc2cccnc2)c1Cl	-4.4%
CC[C@@]1(O)C(=O)OCc2c1cc1n(c2=O)Cc2c-1nc1ccccc1c2/C=N/OC(C)(C)C	0.0005µM*
O=C(CCCCCCC(=O)Nc1cccnc1)NO	347.9%[activator]
C[C@H]1C[C@H](O)c2ccsc2S1(=O)=O	7.3%
Cc1cnc(Nc2ccc(OCCN3CCCC3)cc2)nc1Nc1cccc(S(=O)(=O)NC(C)(C)C)c1	3.9%
CCN1CCN(C(=O)N[C@H](C(=O)N[C@@H]2C(=O)N3C(C(=O)O)=C(CSc4nnnn4C)CS[C@@H]23)c2ccc(O)cc2)C(=O)C1=O	7.9%[18.9 µM]
Nc1cccc(-c2cc3c(Oc4cccc(O)c4)ncnc3[nH]2)c1	?
O=C1CC2(CCCC2)CC(=O)N1CCNCC1COc2ccccc2O1 (stereo not given)	8.2%
COc1ccc2cccc(CCNC(C)=O)c2c1	7.2%
O=C(Nc1cc(Cl)cc2c1[nH]c1cnccc12)c1cccnc1	10.4%
CCCCN(CCN(CCCC)C(=O)N1CCOCC1)C(=O)N1CCOCC1	-14.5%
NC1=N[C@H]2[C@H](CS[C@H]2CCCCC(=O)O)N1	11.6%[25.6 µM]
CN1C[C@H]2c3ccccc3Oc3ccc(Cl)cc3[C@@H]2C1	?
O=c1ncn2nc(Sc3ccc(F)cc3F)ccc2c1-c1c(Cl)cccc1Cl	?
CCC(=O)O[C@H]1[C@H](O[C@@H]2[C@@H](C)[C@H](O[C@H]3C[C@@](C)(OC)[C@@H](O)[C@H](C)O3)[C@@H](C)C(=O)O[C@H](CC)[C@@](C)(O)[C@H](O)[C@@H](C)C(=O)[C@H](C)C[C@@]2(C)O)O[C@H](C)C[C@@H]1N(C)C	6.4%
Cc1c(N)cccc1C(F)(F)F	22.1%
NC[C@@H]1O[C@@H](O[C@H]2[C@@H](O)[C@H](O[C@@H]3[C@@H](O)[C@@H](N)C[C@H](N)[C@H]3O[C@H]3O[C@H](CN)[C@@H](O)[C@@H](O)[C@H]3N)O[C@H]2CO)[C@H](N)[C@@H](O)[C@@H]1O	2.1%
Nc1nccc(-c2ccc3noc(-c4ccc(Cl)cc4)c3c2)n1	-17.7%
O=c1[nH]c(=O)n([C@H]2C[C@@H](O)[C@@H](CO)O2)cc1I	-0.2%
Cn1c2ccccc2c2c3c(c4c5ccccc5n(CCC#N)c4c21)CNC3=O	6.85µM*
CC(C)N(CCCNC(=O)Nc1ccc(C(C)(C)C)cc1)C[C@H]1O[C@@H](n2cc(Br)c3c(N)ncnc32)[C@H](O)[C@H]1O	21.7µM*
C[N+](C)([O-])CCNc1ccc(NCC[N+](C)(C)[O-])c2c1C(=O)c1c(O)ccc(O)c1C2=O	?
O=c1[nH]c(=O)n([C@H]2C[C@@H](O)[C@@H](CO)O2)cc1C=CBr	6.6%
CC[N+](CC)(CC)CCOC(=O)C(C1CCCC1)C1CCCC1	-6.1%
NC(=O)Nc1cc(-c2ccc(CN3CCOCC3)cc2)sc1C(N)=O	27.2%
CNC[C@H](O)[C@@H](O)[C@H](O)[C@H](O)CO	10.6%
COC(=O)C1C2CC3c4[nH]c5cc(OC)ccc5c4CCN3CC2CC(OC(=O)c2cc(OC)c(OC)c(OC)c2)C1OC (stereo not given)	-21.6%
Cc1cc(C=c2sc3nc4ccccc4n3c2=O)c(C)n1-c1ccccc1	0.243µM*
CCCCC(C)(C)[C@H](O)C=C[C@H]1[C@H](O)CC(=O)[C@H]1CC=CCCCC(=O)O	6.8%
COc1ncc(-c2ccc3nccc(-c4ccnnc4)c3c2)cc1NS(=O)(=O)c1ccc(F)cc1F	?
CCCCC(CC)COC(=O)c1ccccc1C(=O)O (stereo not given)	-5.3%[116 µM]
CCCNS(=O)(=O)Nc1ncnc(OCCOc2ncc(Br)cn2)c1-c1ccc(Br)cc1	16.2%
O=c1ccc2ccc(O)c(O)c2o1	-5.4%
CC(COc1ccccc1)NN (stereo not given)	-0.4%
COCCOC(=O)C1=C(C)NC2=C(C(=O)CC(c3ccccc3OC)C2)C1c1cccc(O)c1 (stereo not given)	85.1%[activator]
CSc1ccc(/C=C2/C(C)=C(CC(=O)O)c3cc(F)ccc32)cc1	17.8%
Cc1nc2cnc3ccc(C#Cc4cccnc4)cc3c2n1-c1ccc(C(C)(C)C#N)cc1	?

Brought forward from above: two entries, followed by the next part.
Structure	ATXN2 expr inh
CSc1ccc(/C=C2/C(C)=C(CC(=O)O)c3cc(F)ccc32)cc1	17.8%
Cc1nc2cnc3ccc(C#Cc4cccnc4)cc3c2n1-c1ccc(C(C)(C)C#N)cc1	?
COc1ccc(C(=O)CC2(O)C(=O)Nc3c(Cl)ccc(Cl)c32)cc1 (stereo not given)	-19.5%
O=C(O)[C@H](O)[C@@H](O)[C@H](O[C@@H]1O[C@H](CO)[C@H](O)[C@H](O)[C@H]1O)[C@H](O)CO	5.4%
O=C1NC(=O)C(=Cc2ccc(-c3ccc(F)cc3O)o2)S1	25.6%
CC(O)C1C(=O)N2C(C(=O)O)=C(SC3CNC(C(=O)N(C)C)C3)C(C)C12 (stereo not given)	6.9%
CC1(C)C(N(O)C(=O)Nc2ccc(Cl)cc2)N(c2ccc(Cl)cc2)C(=O)N1CC(=O)NN=CC=Cc1ccc([N+](=O)[O-])o1 (stereo not given)	34.3µM*
Clc1cccc(-n2nnnc2NCc2ccccc2Oc2ccccn2)c1Cl	-9.1%
